# Screens from PubChem BioAssay.
# DENV2 CPE: inhibitors of DENV2 cytopathic effect. DENV2-infected cells, cytopathic effect rescue, plate reader. CPE inhibition, % at 9.99 µM. hit rate 1.7% among 350,000. AID 651640; in the data active = CPE inhibition above about 20%, passing the limit was not always enough; inconclusive = no clear call, values can overlap the other calls; tested in BHK-21 cells;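 also: 0% = median of neutral control wells and 100% = median of positive control wells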
# miR-122 sensor: inhibitors of miR-122 in Huh7 cells. Huh7 miR-122 Renilla luciferase sensor, 48 h; neutral wells = 0, positive control = 100. activation (reporter increase), % at 12.5 µM. hit rate 0.3% among 340,000. AID 602342;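 active = mean replicate activation score at least 90 and every replicate individually at or above 90; inconclusive = only one of the two criteria met; inactive = neither criterion met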;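 also: higher luciferase means less miR-122 activity so hits act as miR-122 inhibitors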
# PAX8 reporter: lowers PAX8-driven luciferase in RMG-I cells; RMG-I TPO-luciferase reporter, SteadyGlo, 24 h; hit rate 1.2% among 360,000; inhibition, % at 12.6 µM;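 active = mean replicate inhibition at least 60% with every replicate also reaching 60%; inconclusive = only one of the two criteria is met; inactive = mean below 60% and not all replicates reaching 60%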;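 also: luciferase light reporting Pax8 driven TPO promoter activity; plate controls were median of neutral control wells for no effect and mitoxantrone controls for full effect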
# FN deposit inh: fibronectin deposition inhibition. AH1F fibroblasts, Alexa488-fibronectin deposition fluorescence, overnight. inhibition, % at 12.6 µM. hit rate 0.086% among 350,000. AID 743247;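 active = mean inhibition across replicates of 30% or more, regardless of how many single replicates reach that level; inconclusive = mean under 30% yet at least half of replicates reach 30%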;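 also: positive control wells lacked labelled fibronectin entirely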
#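 Measured by – fluorescence 485/525 nm · System – AH1F fibroblast monolayer, labelled fibronectin deposition · Amount – 10000 cells per well · Buffer or medium – serum-reduced DMEM (2% serum) · Doses – single dose, pinned · Also added – fluorescent fibronectin at 24 nM final · Schedule – 1 h cell attachment, overnight exposure to compound and label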
# INS-1E GSIS act: GLuc luminescence reporter in INS-1E cells, primary screen for activators of glucose-dependent secretion of insulin | INS-1E GLuc reporter insulin secretion, 2-3 h | activation, % at 16.6 µM | hit rate 0.61% among 370,000 | AID 743287;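 active = lowest replicate activation of at least 40%, so every replicate reaches that level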;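 also: 0% = median of neutral control wells and 100% = median of IBMX positive control wells; some compounds called inactive have numbers as strong as hits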
# EWS-Fli block: blocks EWS/Fli oncoprotein-driven transcription; A673 NR0B1-luciferase reporter, viability-normalised; inhibition, % at 12.6 µM; hit rate 0.67% among 350,000; AID 651661;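 active = mean inhibition of at least 50% after viability correction, with every replicate also passing that limit; inconclusive = mean reaches 50% but only one of two replicates passes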;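 also: firefly luciferase signal divided by Alamar Blue viability fluorescence both relative to DMSO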
# F508del corr: CFTR F508del correction in bronchial cells | CFBE cells, YFP halide quenching; stimulated with forskolin plus potentiator P3; % fluorescence drop versus neutral controls | activity (quench increase), % at 7.58 µM | hit rate 0.36% among 350,000 | AID 720511;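 active = mean added fluorescence quench of at least 8% versus neutral control, with both replicates also reaching 8%; inconclusive = only one of the mean or replicate conditions met; inactive = mean below 8% and not both replicates reaching 8%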;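 also: cells transiently co-express mutant CFTR-F508del with the halide-sensitive YFP; corrector assay measuring rescue of mutant channel to the surface after 24 h compound exposure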
# Starred values were filed as active, the others as inactive; ? = inconclusive; nt = not tested or not shown; & = joins results of further samples; [ ] = dose if it differs, or a comment. Rows are unselected; overall some 3.9% were active at least once.
# The opening 4 entries, ahead of the listing:
# The line under a structure holds: DENV2 CPE | miR-122 sensor | PAX8 reporter | FN deposit inh | INS-1E GSIS act | EWS-Fli block | F508del corr
> COc1ccc(C(=O)Nc2nc(-c3ccc(S(=O)(=O)N4CCOCC4)cc3)cs2)cc1
  nt | -14 | 7 | 3 | nt | nt | nt
> O=C(Nc1csnn1)c1csnn1
  2 | nt | -9 | 2 | nt | -3 | 2.2
> O=C(COc1cc(F)ccc1[N+](=O)[O-])NCCN1C(=O)CSC1=O
  -5 | -2 | 7 | nt | -5 | 14 | -2.6
> COc1ccc(CCNC(=O)c2cc(C)oc2C)cc1OC
  -1 | -4 | -14 | -4 | 12 | 5 | -3.4

# All compounds of this part, previewed entries included:
# The line under a structure holds: DENV2 CPE | miR-122 sensor | PAX8 reporter | FN deposit inh | INS-1E GSIS act | EWS-Fli block | F508del corr
> COc1ccc(C(=O)Nc2nc(-c3ccc(S(=O)(=O)N4CCOCC4)cc3)cs2)cc1
  nt | -14 | 7 | 3 | nt | nt | nt
> O=C(Nc1csnn1)c1csnn1
  2 | nt | -9 | 2 | nt | -3 | 2.2
> O=C(COc1cc(F)ccc1[N+](=O)[O-])NCCN1C(=O)CSC1=O
  -5 | -2 | 7 | nt | -5 | 14 | -2.6
> COc1ccc(CCNC(=O)c2cc(C)oc2C)cc1OC
  -1 | -4 | -14 | -4 | 12 | 5 | -3.4
> CCCc1cc(=O)[nH]c2nnc(SCC(=O)N3CC(C)OC(C)C3)n12 (stereo not given)
  ? | 4 | -12 | -5 | 55* | 2 | -2.9
> CC(C)C#Cc1cnc2c(c1)C(=O)N([C@@H](C)CO)C[C@H](C)[C@H](CN(C)C(=O)CCN1CCCCC1)O2
  10 | 8[16.7 µM] | nt | 0 | 7 | 1 | 2.5
> CCCN1CCc2c(sc(NC(=O)Cc3ccc(F)cc3)c2C(N)=O)C1
  3 | 2 | -8 | 8 | 6 | -8 | -0.6
> CCN(CC(=O)Nc1ccccc1OC)C(=O)CSCC(=O)Nc1ccc(OC)cc1
  -1 | nt | 15 | -2 | 14 | 1 | -1.9
> O=C(CSc1nc2ccsc2c(=O)n1CC1CCC(C(=O)O)CC1)NCCc1ccc(Cl)cc1 (stereo not given)
  -2 | -12 | -1 | 2 | 55 | 6 | 3.1
> CN1C(=O)c2cc(NC(=O)c3ccccc3)ccc2OC[C@@H]2O[C@H](CC(=O)NCC3CC3)CC[C@@H]21
  1 | 17[16.7 µM] | 6 | 6 | -9 | 0 | -1.2
> Nc1nnc(SCn2nnc3ccccc3c2=O)s1
  0 | nt | -5 | 3 | -2 | -9 | -1.5
> Cc1ccc(COC(=O)c2ccc3ccccc3n2)cc1
  4 | nt | -46 | -3 | -3 | 6 | -0.7
> COc1ccc(/C(C)=N/NC(=O)c2cc(C)[nH]n2)c(OC)c1
  ? | nt | -1 | -1 | -31 | -5 | 0.2
> CC(C)Cn1c(N)c(C(=O)COC(=O)[C@H](C)NC(=O)c2ccccc2Cl)c(=O)n(C)c1=O
  7 | 5 | -8 | -3 | 7 | 4 | 1.4
> COc1ccc2oc(C(=O)OCC(=O)N(Cc3ccccc3)C(C)(C)C)c(C)c2c1
  -5 | nt | 2 | nt | 13 | 5 | -2.6
> Cc1noc(C)c1NC(=O)Nc1ccc2c(c1)C(=O)N(C)[C@H]1CC[C@@H](CC(=O)N[C@@H]3CCN(Cc4ccccc4)C3)O[C@H]1CO2
  -2 | 25[16.7 µM] | -20 | 5 | 11 | -1 | 1.2
> Cc1cccc(S(=O)(=O)N(C)C[C@@H]2OCc3cnnn3CCCC(=O)N([C@H](C)CO)C[C@H]2C)c1
  -7&-4 | -9 | -5&-10&-4 | 8&-8 | 5&8 | 1&4&6 | -1.7&-2.0&-0.3
> O=C1NC(=O)C(CC(=O)N(Cc2cccs2)C2(C(=O)NC3CCCCC3)CCCCC2)N1 (stereo not given)
  nt | nt | 7 | -7 | -2 | nt | nt
> CCCCN(C)C(=O)C1CCC(=O)N(c2cc(OC)c(OC)c(OC)c2)C1c1ccc(OC)cc1 (stereo not given)
  nt | -4 | -1 | 0 | nt | nt | nt
> C/C(=N\NC(=S)NCCc1ccccc1)c1cccs1
  nt | nt | -4 | 15 | 5 | nt | nt
> COc1cccc(CN(C)C(=O)CNC(=O)c2cccs2)c1OC
  0 | nt | -8 | 2 | 10 | -12 | -0.8
> CC(C)=NOc1nc(N(C)C)nc(N(C)C)n1
  nt | nt | 23 | 0 | 10 | nt | nt
> CC(C)NC(=O)N(C)C[C@H]1OCCCC[C@@H](C)Oc2ccc(NC(=O)Nc3ccccc3)cc2C(=O)N([C@@H](C)CO)C[C@H]1C
  9 | -2[16.7 µM] | 13 | -6 | -5 | nt | -1.7
> Cn1c(Sc2ccc(C(F)(F)F)cc2[N+](=O)[O-])nnc1-c1ccccc1
  nt | -8 | -5 | 7 | nt | nt | nt
> CCn1c(=O)cc(N2CCN(Cc3ccccc3)CC2)[nH]c1=O
  -3 | -5 | -6 | -3 | -16 | -1 | -2.6
> NNC(=O)/C(=C\c1cccs1)NC(=O)c1ccccc1
  nt | nt | 0 | -4 | 18 | nt | nt
> CCC1(CC)Cc2ccccc2C(C2=C(O)CC(C)(C)CC2=O)=N1
  nt | 0 | -2 | -3 | -8 | nt | nt
> Cc1ccsc1C(=O)OCC(=O)c1ccc[nH]1
  -4 | -4 | -201 | 6 | 2 | -96 | -2.5
> CN(C)CCCNC(=O)C[C@@H]1C=C[C@H](NS(=O)(=O)c2ccc(F)cc2)[C@@H](CO)O1
  -1 | nt | -8 | nt | 2 | -1 | 1.6
> CNCc1c(C)nn(-c2ccccc2)c1C
  -6 | nt | 9 | 7 | 5 | -4 | -0.2
> CC(=O)c1ccc(NC(=O)N2CCCC(C(=O)c3ccc4c(c3)OCO4)C2)cc1 (stereo not given)
  6 | nt | -2 | -3 | -13 | -16 | nt
> N=c1c(S(=O)(=O)c2ccc(Br)cc2)cc2c(=O)n3ccccc3nc2n1Cc1ccco1
  13 | nt | 1 | 4 | -1 | nt | 1.0
> CCn1nnnc1-c1ccc(OC)c(S(=O)(=O)Nc2ccc(OC)cc2)c1
  -8 | 11 | nt | nt | 19 | 0 | -0.3
> COc1ccccc1CNC(=O)COC(=O)Cn1cnc2ccccc21
  -2 | -6 | 6 | -3 | 27 | 13 | -0.8
> O=C(NN=C1CCCCC1)Nc1ccccc1Cl
  14 | 1 | -4 | 13 | -10 | -1 | -2.0
> Cc1cccc(S(=O)(=O)N2C[C@H](O)COC[C@@H]3O[C@@H](CC(=O)N4CCN(C)CC4)CC[C@H]32)c1
  -3 | 8[16.7 µM] | -1 | -5 | 1 | 1 | 5.1
> Clc1ccc(CSc2ccc(-c3ccccn3)nn2)cc1
  5 | 0 | -23 | -1 | 19 | -52 | 3.7
> Cc1ccc2nc(N(CCCN(C)C)C(=O)c3ccc(S(=O)(=O)N4CCOCC4)cc3)sc2c1
  ? | -7 | -12 | 1 | -4 | 3 | 0.0
> C[C@H]1CN([C@@H](C)CO)S(=O)(=O)c2ccc(C#CC3CCCC3)cc2O[C@H]1CN(C)Cc1ccccc1C(=O)O
  0 | 10[16.7 µM] | -4 | nt | -2 | 3 | 3.7
> O=C(C1CC(=O)N(c2ccccc2)C1)N1CCN(c2ccc(F)cc2)CC1 (stereo not given)
  -12 | 0 | nt | 5 | -6 | 7 | -3.8
> COc1ccc(CCN(C)C(=O)Cc2ccc(-c3ccccc3)cc2)cc1OC
  -2 | -3 | 32 | 2 | -22 | 33 | 5.8
> C[C@@H]1CN([C@H](C)CO)C(=O)c2cccc(NC(=O)Nc3ccc(F)cc3)c2O[C@@H]1CN(C)S(=O)(=O)c1ccccc1
  20 | 3[16.7 µM] | nt | nt | -2 | -1 | 4.4
> COc1ccc(S(=O)(=O)N(C)C2(C)CCS(=O)(=O)C2)cc1OC (stereo not given)
  -8 | -3 | -15 | 11 | 12 | -3 | -1.8
> CCCNC(=O)C1(C)CCCN(Cc2c3ccccc3nn2C)C1 (stereo not given)
  -6 | -3 | 10 | 0 | 6 | 11 | 0.4
> Cc1ccc(S(=O)(=O)N(C)C[C@@H]2Oc3ncc(-c4ccccc4)cc3C(=O)N([C@H](C)CO)C[C@H]2C)cc1
  0 | -5[16.7 µM] | nt | -13 | -14 | -4 | -2.0

# Continued.
structure	DENV2 CPE	miR-122 sensor	PAX8 reporter	FN deposit inh	INS-1E GSIS act	EWS-Fli block	F508del corr
Fc1cccc(F)c1/C=N/N1CCOCC1	3	nt	-6	4	25	10	nt
CCC1CCCCN1S(=O)(=O)c1ccc(NC(=O)c2cccnc2)cc1 (stereo not given)	-7	nt	-2	nt	-19	13	-0.4
COc1ccc(NC(=O)NN(C(=O)c2ccccc2)C(C)(C)C)cc1	nt	0	21	-7	-1	nt	nt
CC(C)(C)C(=O)NC1CCN(C(=O)N2CCCC2)CC1	nt	1	12	-7	5	nt	nt
O=C(NN=C1c2ccccc2-c2ccccc21)c1ccccc1Br	5	nt	nt	nt	6	-9	0.1
C=CCN1C(=O)[C@]2(CCS(=O)(=O)c3ccccc3)N=C(c3ccc(OCCCO)cc3)O[C@@H]2c2ccccc21	nt	nt	7	nt	nt	-8	-0.2
Cc1cc(=S)nc(-c2ccccn2)[nH]1	5	nt	5	-12	nt	-3	-5.2
CN(C(=O)c1ccc(N2CCCCC2)c([N+](=O)[O-])c1)C1(C)CCS(=O)(=O)C1 (stereo not given)	2	2	-4	6	3	4	0.9
COc1cc(OC)c(C(=O)/C=C/c2ccccc2)c(O)c1O	-7	0	nt	nt	-26	3	-2.4
O=C(Oc1ccc(/C=N/Nc2nc(N3CCCCC3)nc(N3CCCCC3)n2)cc1)c1ccco1	nt	2	-3	-11	13	0	-1.2

# Record cards, as listed above. Values in the order: DENV2 CPE, miR-122 sensor, PAX8 reporter, FN deposit inh, INS-1E GSIS act, EWS-Fli block, F508del corr
# CC(C)(C)C(=O)NC1CCN(C(=O)N2CCCC2)CC1 reads nt, 1, 12, -7, 5, nt, nt
# Cc1cc(=S)nc(-c2ccccn2)[nH]1 reads 5, nt, 5, -12, nt, -3, -5.2
# O=C(NN=C1c2ccccc2-c2ccccc21)c1ccccc1Br reads 5, nt, nt, nt, 6, -9, 0.1
# O=C(Oc1ccc(/C=N/Nc2nc(N3CCCCC3)nc(N3CCCCC3)n2)cc1)c1ccco1 reads nt, 2, -3, -11, 13, 0, -1.2

# More records follow:
structure	DENV2 CPE	miR-122 sensor	PAX8 reporter	FN deposit inh	INS-1E GSIS act	EWS-Fli block	F508del corr
O=C(CCCC(=O)OCC(=O)NC1CCCC1)Nc1ccccn1	nt	10	16	-5	nt	nt	nt
Cc1cc(N2CCN(C(c3ccccc3)c3ccc(Cl)cc3)CC2)n2ncnc2n1 (stereo not given)	-4	-7	-6	-2	-9	9	-0.6
O=C(NNC1=Nc2ccccc2SC1)c1ccc(F)cc1	3	nt	-7	-2	nt	30	0.6
CCN1C(=O)[C@H]2[C@@H](c3ccc(-c4ccc(C(C)=O)cc4)c(OC)c3)N3CCCC[C@@]3(C(=O)OC)[C@H]2C1=O	-4	-9	4	2	-4	-29	-2.5
COc1ccc(S(=O)(=O)N(CC(=O)N/N=C/c2ccc(C(=O)O)cc2)Cc2ccccc2)cc1OC	2	4	5	5	13	-4	1.5
CC(=O)N1CCc2c(sc(NC(=O)CN3C(=O)CCC3=O)c2C(N)=O)C1	-15	8	4	-1	nt	-9	0.8
C/C(CC(=O)Nc1c(Cl)cccc1C(F)(F)F)=N\NC(=O)c1cnccn1	-5	nt	-1	22	3	6	1.4
